# KB-3-1 cytotox – kills parental KB-3-1 adenocarcinoma cells; KB-3-1 viability, CellTiter-Glo ATP luminescence, 72 h; Potency, µM (series often up to 46.1 µM), without a hit: at the top dose activity change, negative = cytotoxic, usual class: cytotoxic; 400,000 tested, 1.4% active; note: potency is the fitted concentration of half-maximal effect; % is set by controls: 0 for no effect and ±100 for the full control effect; nearly all actives have a fitted effect of over 60% in size
#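 Using CellTiter-Glo luminescence, growth of non-resistant KB-3-1 adenocarcinoma cells is assessed 72 h after pin-tool compound addition at 37 °C. Normalized responses across the concentration series yield fitted curves.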
# HEK293 tox – cytotoxic in the GLP-1 receptor inverse agonist counter-screen; HEK293 cAMP-luciferase reporter cells, luminescence, 24 h; Potency, µM (doses to about 38.3 µM), without a hit: top-dose activity change, negative = inhibition, usual class: inhibitors; 410,000 tested, 0.13% active; AID 624418;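 note: loss of luciferase light is scored as toxicity; potency is the fitted concentration of half-maximal effect; % is set by controls: 0 for no effect and ±100 for the full control effect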
#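 Step one: seed cells (200 cells/uL, DMEM with 10% Nu serum, 1% pen-strep). Step two: 12-hour incubation at 37 deg C. Step three: pin 23 nL compound, incubate 24 hr. Step four: add luciferase reagent, read luminescence 12 min later.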
# HT1080NT lethal – kills 2HG-producing HT-1080-NT fibrosarcoma cells | HT-1080-NT fibrosarcoma viability, CellTiter-Glo ATP luminescence, 48 h | Potency, µM (series often up to 46.1 µM), for inactives: top-dose activity, negative = less viability, most hits filed as cytotoxic | 360,000 tested, 1.6% active | AID 686970;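 note: NT is the 2HG producing partner of a matched IDH1 knockdown line; potency is the fitted concentration of half-maximal effect; 0% = DMSO-treated cells and -100% = media-only wells without cells; nearly all actives have a fitted effect of over 55% in size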
#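 750 cells/well, RPMI + 5% FBS; 2 h settle, compound pin-transfer, 48 h at 37 degrees C. CellTiter-Glo 10 min RT, luminescence. Normalized to DMSO and media-only wells.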
# KB-V1 MDR tox – KB-V1 MDR subline cytotoxicity. Potency, µM (series often up to 46.1 µM), for the others: at the top dose activity change, negative = cytotoxicity, most hits filed as cytotoxic. KB-V1 MDR cells viability, CellTiter-Glo, 72 h. 400,000 tested, 3.4% active. AID 1347076; note: potency is the fitted concentration of half-maximal effect; % is set by controls: 0 for no effect and ±100 for the full control effect; nearly all actives have a fitted effect of over 60% in size
#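 KB-V1 cells (P-gp-expressing MDR subline of KB-3-1) in phenol-red-free DMEM with 10% FBS were exposed to library compounds over a concentration series for 72 h at 37 degrees C. Viability read by CellTiter-Glo luminescence; concentration-effect curves fitted after normalization.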
# IL-1B inflam inh – blocks inflammasome-driven IL-1 beta release | THP-1 LPS/ATP IL-1B secretion, AlphaLISA, 16 h; active compounds read low | 360,000 tested, 4.7% active | activity change, % at 57.5 µM; in the data active = activity change below about -50%; inconclusive = mostly about -30% to -49%; note: % is set by controls: 0 for no effect and ±100 for the full control effect
#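 THP-1 cells pretreated 1 hr with compounds (up to 57.5 uM final), then stimulated with LPS (250 ng/mL final) plus ATP (1.25 mM final); secreted IL-1B measured by AlphaLISA after 16 hr, decreased signal indicating inhibition.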
# MCF10A rereplic – DNA re-replication induction in MCF 10a cells. MCF 10A DNA re-replication, Hoechst nuclear intensity, 48 h. Potency, µM (highest dose often 46.1 µM), without a hit: at the highest dose activity, positive = re-replication, actives largely listed as activators. 350,000 tested, 2.9% active; note: potency is the fitted concentration of half-maximal effect; % of control where 0% means no effect; nearly all actives have a fitted effect of over 50% in size
# SW480 rereplic – inducers of DNA re-replication in SW480 colon cancer cells. Potency, µM (highest dose often 46.1 µM), inactives show top-dose re-replication activation, most hits filed as activators. SW480 DNA re-replication, Hoechst DNA content imaging, 48 h. AID 624297. 340,000 tested, 1.8% active; note: potency is the fitted concentration of half-maximal effect; % of control where 0% means no effect; nearly all actives have a fitted effect of over 55% in size
#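 Quantitative HTS format with DMSO vehicle controls; 48 hr drug incubation at 37 C, then 40 min Hoechst staining and scanning imager measurement at 405 nm excitation.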
# D3 ag – D3 dopamine receptor (human) agonism. AID 652048. 410,000 tested, 0.58% active. max activation, %. P35462. D3R DiscoveRx beta-arrestin cells, luminescence, 90 min; in the data active = max activation above about 30%; note: 0% is about no effect; mostly tested at two doses, the higher about 12 µM
# Target sequence (P35462 whole entry, looked up): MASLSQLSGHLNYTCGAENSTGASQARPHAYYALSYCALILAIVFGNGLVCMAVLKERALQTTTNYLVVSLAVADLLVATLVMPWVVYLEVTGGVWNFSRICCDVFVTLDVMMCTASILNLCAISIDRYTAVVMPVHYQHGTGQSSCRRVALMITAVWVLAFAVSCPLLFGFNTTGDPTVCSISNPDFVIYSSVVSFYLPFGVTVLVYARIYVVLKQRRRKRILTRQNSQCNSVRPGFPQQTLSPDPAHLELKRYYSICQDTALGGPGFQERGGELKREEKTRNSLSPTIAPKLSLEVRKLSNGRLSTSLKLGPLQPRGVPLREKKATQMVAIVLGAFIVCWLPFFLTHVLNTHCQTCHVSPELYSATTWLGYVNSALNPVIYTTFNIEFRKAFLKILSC
#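 Cells at 1500/well, incubated overnight, then treated with pinned compounds (dopamine as control) for 90 min at 37 degrees C. DiscoveRx reagent added for 30 - 60 minutes at room temperature; luminescence read.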
# HT1080 IDH1KD tx – HT-1080 IDH1 knockdown cell toxicity (counter line); AID 686971; Potency, µM (top dose mostly 46.1 µM), for inactives: at the highest dose activity, negative = toxicity, usual class: cytotoxic; HT-1080 IDH1 knockdown viability, ATP luminescence, 48 h; 360,000 tested, 2% active;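 note: potency is the fitted concentration of half-maximal effect; 0% = DMSO wells and -100% = cell-free medium wells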
#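 After a 2 h attachment period, IDH1KD HT-1080 cells took pin-transferred compound for 48 h at 37 °C; ATP-based luminescence after 10 min room-temperature reagent incubation reported viability.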
# Starred values were filed as active, the others as inactive; i = inactive; ? = inconclusive; · = no result given; & = joins results of further samples; [ ] = remark or other dose. Unless noted, calls come from the whole dose curve; as a rule, active = well fitted curve in the direction sought with a large enough effect; inconclusive = small, poorly fitted or top-dose-only effect, or another doubt; inactive = no such curve, though single readings can be large; an effect the other way counts as inactive or inconclusive.
SMILES,KB-3-1 cytotox,HEK293 tox,HT1080NT lethal,KB-V1 MDR tox,IL-1B inflam inh,MCF10A rereplic,SW480 rereplic,D3 ag,HT1080 IDH1KD tx
Cc1ccc(C(=O)Nc2c(C)n(C)n(-c3ccccc3)c2=O)cc1S(=O)(=O)N1CCCCC1,12%,-27%,8%,6%,0,-4%,-4%,10,19%
S=C(NCc1ccccc1)NC1CCSc2ccccc21 (stereo not drawn),-2%,?,-18%,-18%,-74*,3%,-3%,1,?
COc1cccc(NC(=O)c2ccc(-c3ccc([N+](=O)[O-])cc3)o2)c1,2%,1%,-21%,-5%,?,-5%,24%,-15,-1%
COc1cccc(OC)c1C(=O)OCC(=O)NC(=O)NCc1ccccc1,-7%,9%,-6%,?,-6,-3%,-2%,-7,-8%
Cc1cc(Nc2cccc(Cl)c2)nc2ccc(NC(=O)Cc3c(F)cccc3Cl)cc12,-7%,-12%,·,0%,·,·,·,-2,·
CCN(CC(=O)N1CCCC1)S(=O)(=O)c1ccc(Br)cc1,0%,-4%,22%,2%,3,1%,-10%[9.22 µM],-7,1%
Cc1ccc2c(CC(=O)N3CCN(S(=O)(=O)c4ccccc4)CC3)coc2c1,-4%,-1%,20%,0%,-7,8%,8%,1,21%
CN(C)/C=N/C(=S)Nc1ccc(Br)cc1F,-2%,16%,-4%,19%,-4,16%,-14%,-2,-4%
CC(C)(C)c1ccccc1OCCOCCSc1ncccn1,-2%,15%,0%,-1%,25,?,1%,-3,-8%
Cc1cccc(N(Cc2ccccc2)C(=O)Cc2ccc(S(=O)(=O)N3CCOCC3)s2)c1,-24%,14%,1%,?,-4,21%,7%,-5,4%
CCCCOCC(O)CN1CCN(C(C)=O)CC1 (stereo not drawn),8%,-10%,0%,-5%,12,-25%,4%,2,-5%
CC1CCN(S(=O)(=O)c2ccc(NC(=O)Cn3nnc(-c4ccccc4F)n3)cc2)CC1,3%,1%,20µM*,?,-27,-6%,-4%,1,?
COc1ccc(CNC(=O)CN(C)Cc2ccc(SC)cc2)cc1,-3%,-12%,-19%,-12%,-30,-2%,-4%,-9,-9%
CCc1ccc(NC(=O)C2CCCN(S(=O)(=O)c3ccc4[nH]c(=O)ccc4c3)C2)cc1 (stereo not drawn),-1%,?,11%,2%,-4,15%,4%,0&7,7%
O=C(CNc1cccc([N+](=O)[O-])c1)N1CCN(S(=O)(=O)c2ccc(Cl)cc2)CC1,3%,5%,2%,?,-4,4%,8%,2,-21%
O=C(Nc1cccc(Cl)c1)c1csc([C@@H]2C[C@H](O)[C@@H](CO)O2)n1,0%,-7%,15%,2%,1,·,·,-8,0%
CCOC(=O)C1=CC[C@@H](c2ccccc2C(F)(F)F)N(S(=O)(=O)c2ccc(C)cc2)[C@H]1c1ccc(C#N)cc1,0%,4%,23%,1%,-8,·,·,-1,6%
COC(=O)c1cc2ccsc2n1Cc1nc(-c2cccc(Cl)c2)oc1C,-1%,3%,24%,-9%,44,2%,-9%,-1,12%
CCOc1ccccc1C(=O)NCC(=O)OCC(=O)c1c(N)n(C)c(=O)n(C)c1=O,0%,3%,4%,5%,11,-1%,1%,0,9%
CCOC(=O)c1sc(NC(=O)CS(=O)(=O)c2ccc(C)cc2)nc1C,7%,1%,-3%,?,3,?,3%,3,-10%
COc1ccc(-c2cn3c(C)c(C(=O)N4CCCc5ccccc54)sc3n2)cc1,?,-21%,-6%,0%,-25,2%,9%,6,?
Cc1ccccc1N1CCN(C2CCCN(C(=O)c3snnc3C)C2)CC1 (stereo not drawn),0%,-19%,7%,?,i,-5%,-5%,4,0%
Cc1nc(C(=O)NNC(=O)c2ccc(Cl)cc2)c(C(F)(F)F)o1,-5%,-7%,-14%,?,·,-25%,?,-1,?
COc1ccc(NC(=O)CCC(=O)c2cccs2)cc1S(=O)(=O)Nc1ccccc1Cl,-5%,-21%,-3%,-15%,-4,-1%,-4%,4,-2%
COc1ccccc1NC(=O)Cn1c(=O)n(Cc2cccs2)c(=O)c2cccnc21,-4%,9%,·,26%,·,·,·,-7,·
CCOC(=O)c1ccc(-n2c(CCC(=O)O)ccc2-c2ccccc2)cc1,0%,-6%&-2%,7%,20%,1,?,2%,2&10,1%
O=C(O)c1cc(-c2ccco2)nc2ccc(Br)cc12,4%&-1%,-15%&11%,7%&3%,-3%&0%,2&11,0%&4%,-1%&-4%,7&9,7%&5%
CCCNC(=O)C1(C)CCN(C(=O)c2cccc(OC(F)(F)F)c2)C1 (stereo not drawn),0%,-3%,19%,5%,15,·,·,-6,12%
CN(C)CCn1c(=S)[nH]c2ccccc2c1=O,-4%,2%,8%,-14%,39,8%,0%,-6,7%
O=c1cc(O)c2sc3nc(C(F)(F)F)c4c(c3c2[nH]1)CCCCC4,3%,-3%,-4%,4%,44,-9%,-22%,8,-5%
Cc1ccc(OCC(=O)N2CCN(S(C)(=O)=O)CC2)cc1,12%,-15%,6%,11%,23,2%,1%,6,5%
C/C(CC(=O)Nc1ccc(N(C)C)cc1)=N\NC(=O)c1ccc([N+](=O)[O-])cc1,13%,-3%,-24%,?,7,-34%[inhibitor],-31%[inhibitor][1.84 µM],-6,-16%
Cc1cc(N2CCN(c3cccc(C(F)(F)F)c3)CC2)n2nc(-c3ccccc3C)nc2n1,-17%,-3%,·,0%,·,·,·,-3,·
Cc1ccc(Nc2nnc(SCn3nnc4ccccc4c3=O)s2)cc1,-2%,?,-18%,?,-15,5%,-1%,-3,-1%[9.24 µM]
O=C(CSc1nnc(-c2ccccc2Cl)o1)N1CCCC1,-13%,-8%,-11%,-7%,-10,10%,0%,3,-6%
COc1ccc(S(=O)(=O)N(C)CC(=O)Nc2ccccc2OC)cc1,13%,-1%,5%,-14%,-10,3%,-1%,14,14%
CN(Cc1ccccc1)C(=O)C1(C)CCN1C(=O)Cc1ccc(Cl)cc1Cl (stereo not drawn),-21%,-10%,5%,?,6,·,·,9,6%
O=S(=O)(Nc1nccs1)c1cnc(Cl)c(Br)c1,0%,-1%,4%,3%,14,-2%,-1%,6,7%
Cc1cc(Cl)nc(NC(=O)Nc2cccc(Cl)c2)n1,12%,-16%,?,1%,-17,5%,-8%,1,?
COc1ccc(CNC(=O)COc2cc3c(c4oc(=O)cc(C)c24)CCC(C)(C)O3)cc1OC,-1%,-3%,2%,?,?,-5%,5%,28,1%
CCOc1ccc(-n2c(SCC(=O)N3CCCCCC3)nc3c([nH]c4ccccc43)c2=O)cc1,-5%,2%,·,-18%,·,·,·,-9,·
Cc1cc(=O)[nH]c(-c2ccc(Cl)cc2)n1,15%,-9%,13%,7%,-1,?,?,18,9%
O=C(COC(=O)C1CCCC1)NCc1ccc(Cl)cc1,2%,7%,1%,0%,-2,0%,0%,3,3%
Cc1ccc2[nH]c(-c3ccccc3)c(CN3CCOCC3)c(=O)c2c1,-1%,-21%,-16%,-8%,6,-2%,2%,9,-3%
O=c1c2ccccc2cnn1-c1ccc(Br)cc1,8%,-8%,-2%,7%,25,9%,-3%,-4,-2%
Cc1cccc(C(=O)NCc2nnc(SCC(=O)Nc3ccccc3F)n2-c2ccccc2)c1,0%,-3%,·,6%,·,·,·,-4,·
C[C@@H]1CCC2[C@](C)(CO)[C@@H](O)CC[C@]2(C)[C@@]12C[C@](CO)(CC(=O)O)CO2 (stereo partly drawn),16%,2%,2%,?,0,1%,-5%,-1,12%
CCCOc1cccc(C(=O)Nc2ccc(CN3CCOCC3)cc2)c1,-11%,0%,1%,11%,-53*,21µM*,28%,-12,-15%
Cc1ccc(C(CC(=O)NCC2(c3ccccc3)CCCC2)c2ccccc2)c(O)c1 (stereo not drawn),?,?,·,?,·,·,·,4,·
CC1CC(C)CN(C(=O)CSc2nnc(-c3ccc(F)cc3)o2)C1 (stereo not drawn),1%,0%,-3%,?,-21,10%,0%,-7,-2%
N#CC(Cc1ccccc1OC(F)F)c1nc2ccccc2[nH]1 (stereo not drawn),?,-7%[1.53 µM],3%,?,-6,1%,7%,17,0%
COc1ccc(-n2sc3ccc(F)cc3c2=O)cc1,?,0%,?,?,-106*,?,9%,-43,?
COC(=O)C1=CN(c2ccccc2OC)C(N)=C(C#N)C1c1cccc([N+](=O)[O-])c1 (stereo not drawn),4.6µM*,-19%,2.3µM*,4.1µM*,55,·,·,-7,1.8µM*
Cc1noc(C)c1COc1ccc(C(=O)N2CCN(c3ccccn3)CC2)cc1,-12%,-5%,10%,-19%,3,0%,-2%,8,9%
CCCC(=O)N1CCCC1(C)C(=O)NCCc1ccccn1 (stereo not drawn),-5%,4%,14%,2%,20,·,·,6,19%
CCOC(=O)CNC(=O)CSc1ncnc2c1nnn2-c1ccc(F)cc1,?,9%,10%,2%,?,-8%,-2%,-6,0%
CCOc1ccc(S(=O)(=O)NCCC(=O)N(C)CC(=O)Nc2ccc(N3CCOCC3)cc2)cc1,0%,3%,-2%,-8%,-15,3%,-6%,-1,-9%
COC(=O)C1CCN(S(=O)(=O)c2c[nH]c(=O)[nH]c2=O)CC1,-1%,4%,1%,27%,-7,·,·,-2,2%
C[C@H](NC(=O)c1ccco1)C(=O)NCc1cccs1,1%,0%,3%,27%,6,-9%,-2%,1,0%
COc1ccc(CNS(=O)(=O)c2ccc3oc(C(=O)O)c(C)c3c2)cc1,-18%,13%,-4%[9.24 µM],?,-9,0%,1%,-13,-4%

# Source: PubChem
